TGFb SMAD3 inh = inhibitors of TGF-b signaling; Potency, µM (top dose mostly 46.1 µM), for inactives: at the highest dose activity, negative = inhibition, hits mostly inhibitors; HepG2 CAGA-GFP TGF-b/SMAD3 reporter, GFP fluorescence, 18 h; TGF-beta stimulated, 500 pg/mL final; actives 1.2% (n = 410,000); also: potency is read from the fitted curve at half-maximal effect; % is scaled to controls: 0 for no effect and ±100 for the full control effect; nearly all actives have a fitted effect of over 65% in size
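Smad-responsive CAGA-GFP expression was quantified in HEPG2 cells exposed to compounds and 500 pg/mL final TGF-beta for 18 h at 37 degrees C; unstimulated wells defined full inhibition.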
A549 viability = kills or reduces viability of A549 cells in Nrf2 counter-screen | A549 ARE-Fluc cells, CellTiter-Fluor viability, 18-24 h | Potency, µM (doses to about 46 µM), inactives show top-dose activity change, negative = cytotoxicity, usual class: inhibitors | actives 0.16% (n = 390,000) | AID 504648; also: potency is read from the fitted curve at half-maximal effect; % is scaled to controls: 0 for no effect and ±100 for the full control effect
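A549 ARE-Fluc cells in 5% FBS OPTI-MEM, 5000 cells/well, rested 2 h then exposed to compounds in concentration-response for 18-24 h at 37 °C. Viability by CellTiter-Fluor fluorescence (Ex 405/Em 525) after 30 min; luciferase luminescence (BugLite, 15 min, RT) read afterwards.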
Nrf2 inh = inhibitors of Nrf2 signaling | A549 ARE-Fluc reporter, luciferase luminescence, 18-24 h | Potency, µM (highest dose often 46 µM), inactives show top-dose activity change, negative = inhibition, usual class: inhibitors | actives 2.1% (n = 360,000) | AID 504444; also: potency is read from the fitted curve at half-maximal effect; % is scaled to controls: 0 for no effect and ±100 for the full control effect; nearly all actives have a fitted effect of over 60% in size
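Two sequential reads on A549 ARE_Fluc cells exposed to compound for 18-24 h: a CellTiter-Fluor fluorescence read for viability, then a luciferase luminescence read for Nrf2/ARE activity.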
CCT chaperon mod = modulators of cytosolic chaperonin (CCT/TRiC) activity; purified chaperonin ATPase assay, HTRF ADP detection, 30 min; activity change, % (no concentration beside the values), hits read low; actives 0.3% (n = 360,000); in the data active = activity change below about -30%; also: % is scaled to controls: 0 for no effect and ±100 for the full control effect
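TRiC at 40 or 20 nM final (batch-dependent) in 30 mM Tris pH 7.4, 100 mM KCl, 5 mM MgCl2, 1 mM DTT, with compound at single 76 uM and 10 uM ATP, 30 min at 37 deg C. ADP detected by HTRF Transcreener, 665/615 ratio.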
EPAC2 antag = blocks human EPAC2 exchange factor | Q8WZA2 | EPAC2 GEF exchange of Rap1B-BODIPY-GDP, fluorescence | Potency, µM (top dose mostly 114 µM), for inactives: at the top dose activity, negative = inhibition, most hits filed as inhibitors | actives 0.18% (n = 360,000) | AID 720708; also: potency is read from the fitted curve at half-maximal effect; % is scaled to controls: 0 for no effect and ±100 for the full control effect; nearly all actives have a fitted effect of over 45% in size; many of its hits are not listed in these tables
Target sequence (Q8WZA2 whole entry, looked up): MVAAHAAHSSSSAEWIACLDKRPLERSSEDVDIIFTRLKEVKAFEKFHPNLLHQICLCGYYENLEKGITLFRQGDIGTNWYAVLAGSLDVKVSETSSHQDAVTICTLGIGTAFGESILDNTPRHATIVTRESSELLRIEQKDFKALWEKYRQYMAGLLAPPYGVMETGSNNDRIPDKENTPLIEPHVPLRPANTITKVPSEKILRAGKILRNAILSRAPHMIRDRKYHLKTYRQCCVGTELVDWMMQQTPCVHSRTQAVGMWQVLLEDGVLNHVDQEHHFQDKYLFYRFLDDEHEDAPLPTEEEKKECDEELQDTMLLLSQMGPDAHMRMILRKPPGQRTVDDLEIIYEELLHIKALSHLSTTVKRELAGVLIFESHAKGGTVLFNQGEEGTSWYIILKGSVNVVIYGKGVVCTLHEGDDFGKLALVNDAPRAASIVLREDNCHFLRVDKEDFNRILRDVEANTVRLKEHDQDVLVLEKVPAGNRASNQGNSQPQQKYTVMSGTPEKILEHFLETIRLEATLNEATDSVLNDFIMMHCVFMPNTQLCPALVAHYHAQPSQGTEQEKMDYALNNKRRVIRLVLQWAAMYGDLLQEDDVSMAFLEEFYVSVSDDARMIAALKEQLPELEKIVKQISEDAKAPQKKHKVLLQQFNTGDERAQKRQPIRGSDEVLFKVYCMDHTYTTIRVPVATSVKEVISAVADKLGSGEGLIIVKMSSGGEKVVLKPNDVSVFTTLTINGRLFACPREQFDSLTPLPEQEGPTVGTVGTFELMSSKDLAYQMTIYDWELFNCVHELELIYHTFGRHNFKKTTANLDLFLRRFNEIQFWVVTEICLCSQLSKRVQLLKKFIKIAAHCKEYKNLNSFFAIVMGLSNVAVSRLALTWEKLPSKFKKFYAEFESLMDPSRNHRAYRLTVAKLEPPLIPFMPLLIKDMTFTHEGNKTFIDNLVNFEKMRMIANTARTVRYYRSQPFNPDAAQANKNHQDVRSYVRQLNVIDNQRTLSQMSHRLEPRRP
pAkt inh = Akt phosphorylation inhibition; AID 651550; Neuro2A IGF-stimulated pAkt S473 HTRF, 20 min; hits give low values; activity change, % for hits at 50 µM; actives 0.32% (n = 360,000); in the data active = activity change below about -80%; inconclusive = mostly about -51% to -80%; also: % is scaled to controls: 0 for no effect and ±100 for the full control effect
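Neuro2A cells in DMEM with 0.5% FBS, overnight at 37 deg C, given compound at single 50 µM final, then IGF (6 nM final) for 20 min at 37 deg C. Lysed; phospho-Akt Ser473 by HTRF after 24 h, 665/615 ratio.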
Mm-Cpn inhibitor = blocks the Methanococcus maripaludis chaperonin Mm-Cpn; purified Mm-Cpn ATPase, ADP Transcreener TR-FRET; Potency, µM (highest dose often 76.9 µM), for the others: top-dose activity, negative = inhibition, hits mostly inhibitors; actives 0.031% (n = 330,000); also: potency is read from the fitted curve at half-maximal effect; % is scaled to controls: 0 for no effect and ±100 for the full control effect; nearly all actives have a fitted effect of over 80% in size
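Purified archaeal Mm-CPN (25nM final) preincubated 10 min at 37degC with compound, then 10uM ATP for 30 min at 37degC; ADP measured by HTRF Transcreener TR-FRET; buffer 30 mM TRIS pH 7.4, 100mM KCl, 5mM MgCl2, 1mM DTT.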
EPAC2 agonist = activates human EPAC2 exchange factor | Q8WZA2 | EPAC2 activation, biochemical qHTS; response scale: 100% = 6.5 mM cAMP response | Potency, µM (top dose mostly 154 µM), for inactives: at the highest dose activation, actives largely listed as activators | actives 0.079% (n = 360,000) | AID 720711; also: potency is read from the fitted curve at half-maximal effect; nearly all actives have a fitted effect of over 50% in size
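Compounds were added across a concentration range to EPAC2 (100 nM), RAP1B-BODIPY-GDP (250 nM) and GDP (50 uM). After 5 min at room temperature, fluorescence was recorded at 5-min intervals for 30 min.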
Nrf2 ARE act = Nrf2 pathway activation | AREc32 ARE-luciferase reporter (MCF7-derived line), luminescence, 24 h | Potency, µM (doses to about 46.1 µM), for inactives: at the highest dose activation, usual class: activators | actives 0.31% (n = 410,000) | AID 624171; also: potency is read from the fitted curve at half-maximal effect; % of control where 0% means no effect; nearly all actives have a fitted effect of over 65% in size
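AREc32 cells carrying an ARE-driven firefly luciferase reporter were seeded at 1000 cells/well in OPTI-MEM with 5% FBS, then exposed to compound for 24 hr at 37 deg C. Luminescence was read with Steady-Glo after 30 min at RT.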
The depositor's hits bear a star; i = inactive; u = inconclusive; x = no result given; & = joins results of further samples; [ ] = dose if it differs, or a comment. Unless noted, calls follow the shape of the dose curve; as a rule, active = well fitted curve in the direction sought with a large enough effect; inconclusive = small, poorly fitted or top-dose-only effect, or another doubt; inactive = no such curve, though single readings can be large; an effect the other way counts as inactive or inconclusive. This is a subset; count on the stated rates, not on these rows.

canonical_smiles | TGFb SMAD3 inh | A549 viability | Nrf2 inh | CCT chaperon mod | EPAC2 antag | pAkt inh | Mm-Cpn inhibitor | EPAC2 agonist | Nrf2 ARE act
CCC1CCCCN1CCCNC(=O)Cn1ncc2c([nH]c3ccc(C)cc32)c1=O (stereo not drawn) | -12.5% | -1.2% | -4.3% | 2.1 | -2.8% | i | -3.5% | 5.8% | -0.6%
Cc1cccc(NC(=O)c2cc(-c3cc(C)ccc3O)n[nH]2)c1 | 6.3% | 5.0% | 16.4% | 0.0 | 6.6% | i | 0.0% | 4.9% | 2.2%
O=C(c1nc(-c2ccccc2)n(-c2ccccc2)n1)N1CCN(S(=O)(=O)c2ccccc2)CC1 | -1.9% | -7.7% | u | -0.8 | -2.9% | i | 0.3% | 1.8% | 0.4%
O=C(O)C1CCC(NSc2ccccc2[N+](=O)[O-])CC1 (stereo not drawn) | -19.9% | 6.8% | 4.9% | -1.1 | 12.4% | i | 1.6% | 13.5% | 6.4%
CCCCOc1ccc(C(=O)N/C(=C/C=C/c2ccccc2)C(=O)NC)cc1 | -20.9% | -10.1% | -23.3% | -2.4 | -3.9% | i | 2.1% | 5.1% | -0.4%
COc1cccc(-n2cc(-c3ccc(F)cc3)[nH]c2=S)c1 | 13.1% | 0.2% | u | 0.4 | -6.3% | i | -2.2% | 13.1% | 3.5%
CCOc1cc(NS(=O)(=O)c2ccc(OC)cc2)c(OCC)cc1NC(=O)c1ccco1 | 9.8% | 6.6% | u | 0.1 | 18.1% | i | 2.5% | -10.1% | -0.6%
COc1cc([N+](=O)[O-])ccc1NC(=O)C[n+]1cccc(C(C)=O)c1 | -33.8% | -0.7% | 11.9% | 1.4 | 8.1% | i | -0.2% | 1.9% | 0.1%
Cc1cccc(NC(=O)CSc2nc3c([nH]c4ccccc43)c(=O)n2C)c1 | u | -18.8%&-21.3% | u | 0.7 | -8.1% | i | 1.7% | 0.5% | -0.2%&4.8%
O=C(Nc1ccc(N2CCOCC2)c([N+](=O)[O-])c1)c1ccco1 | -3.6% | -2.3% | u | -0.8 | 3.8% | i | -3.6% | 8.7% | 4.8%
CCOc1cccc(-c2nnc3n2N=C(c2cc(OC)ccc2OC)CS3)c1 | 4.0% | -6.5% | u | -0.2 | -4.9% | i | -5.0% | 9.6% | 0.1%
CCCCCCn1c(SCC(=O)Nc2cc(C)on2)nc2ccccc2c1=O | -9.1% | -21.2% | x | -2.4 | 5.0% | i | -2.2% | 2.0% | -0.8%
Cc1ccc(-c2nc3ncccn3c2Nc2ccccc2C)o1 | -4.8% | -0.9% | 19.8% | 1.7 | 3.9% | i | -1.4% | 4.5% | -0.6%
CN(C(=O)C1CCN(S(=O)(=O)c2ccccc2[N+](=O)[O-])CC1)C1CCCCC1 | 4.9% | 0.0% | -10.5% | 2.2 | 27.9% | i | -0.8% | -2.4% | 4.4%
Cc1cccc(C)c1NC(=O)C(c1ccc(Cl)cc1Cl)N1CCCCC1 (stereo not drawn) | -2.8% | u | u | 1.7 | -3.9% | i | 0.6% | 3.6% | -0.1%
O=C(Nc1ccc2c(c1)OCCO2)C(c1ccnc2ccccc12)N1CCN(c2ccc(F)cc2)CC1 (stereo not drawn) | u | x | x | 3.9 | -12.2% | i | x | 9.6% | 5.5%
Cc1cccc(-n2ncc(C(=O)N3CCN(c4ccc(C)cc4C)CC3)c2C2CCN(C(=O)OC(C)(C)C)CC2)c1 | 0.0% | 7.9% | u | x | x | x | x | x | 0.5%
CC(C)(C)OC(=O)NCCCCCNC(=O)c1[nH]cnc1C(=O)Nc1ccccc1 | u | -19.8% | u | 0.2 | -2.7% | i | -0.5% | -0.5% | 0.0%
CCOc1ccc(NC(=O)CCC(=O)N/N=C/c2ccc([N+](=O)[O-])s2)cc1 | u | -17.9% | -11.9% | 0.6 | 10.6% | i | -0.6% | 1.9% | u
Cc1nc(C(F)(F)F)ccc1C(=O)N1CCC1(C)C(=O)NS(=O)(=O)c1ccc2ccccc2c1 (stereo not drawn) | -2.2% | x | x | -1.4 | -25.0% | i | x | -4.0% | -1.9%

Profiles, looked up by structure. Values in the order: TGFb SMAD3 inh | A549 viability | Nrf2 inh | CCT chaperon mod | EPAC2 antag | pAkt inh | Mm-Cpn inhibitor | EPAC2 agonist | Nrf2 ARE act
Profile of Cc1cccc(-n2ncc(C(=O)N3CCN(c4ccc(C)cc4C)CC3)c2C2CCN(C(=O)OC(C)(C)C)CC2)c1 → 0.0% | 7.9% | u | x | x | x | x | x | 0.5%
Profile of O=C(O)C1CCC(NSc2ccccc2[N+](=O)[O-])CC1 (stereo not drawn) → -19.9% | 6.8% | 4.9% | -1.1 | 12.4% | i | 1.6% | 13.5% | 6.4%
Profile of CCOc1cccc(-c2nnc3n2N=C(c2cc(OC)ccc2OC)CS3)c1 → 4.0% | -6.5% | u | -0.2 | -4.9% | i | -5.0% | 9.6% | 0.1%

The results go on.
canonical_smiles | TGFb SMAD3 inh | A549 viability | Nrf2 inh | CCT chaperon mod | EPAC2 antag | pAkt inh | Mm-Cpn inhibitor | EPAC2 agonist | Nrf2 ARE act
O=C(Nc1cccc(S(=O)(=O)N2CCCCC2)c1)c1cc2ccccc2o1 | u | -12.5% | 23.1µM* | 1.7 | -3.1% | i | u | 3.9% | 1.7%
Cc1cc(Br)ccc1SCC(=O)NCC(c1ccco1)N1CCCCC1 (stereo not drawn) | u | u | -6.9% | -2.9 | -8.9% | i | -1.6% | -4.1% | 4.6%
CCn1c(=O)n(CC)c2cc(N3CCCC3)c(NC(=O)c3ccccc3)cc21 | -0.8% | -2.5% | 0.4% | -3.1 | 6.0% | i | -0.2% | 4.8% | 0.3%
COc1ccc(-c2nc(C#N)c(NC(C)C)o2)cc1 | -14.3% | -3.4% | 8.8% | 0.2 | -0.2% | i | -1.4% | -7.8% | 5.7%
Cc1nc2oc3ccccc3c(=O)c2cc1C(=O)O | 60.2%[activator] | -3.8% | 9.0% | 1.9 | 1.9% | i | 0.3% | 4.7% | -0.2%
O=[N+]([O-])c1ccc(-n2nnnc2CN2CCOCC2)cc1 | -21.2% | -1.7% | -0.2% | -3.2 | 1.3% | i | 3.1% | 6.6% | 0.3%
CCSc1ccc2nnc(-c3cccs3)n2n1 | 22.5% | 1.1% | u | -0.1 | 2.5% | i | -3.0% | 11.7% | 6.4%
Cc1cccc(NC(=O)[C@@H]2CCCN2C(=O)OC(C)(C)C)c1 | 0.6% | -13.4% | 4.6% | 1.4 | -2.0% | i | 0.9% | 2.1% | 0.1%
COc1ccc(C(C)=O)c(Oc2ccc(S(=O)(=O)N3CCOCC3)cn2)c1 | 16.1% | 6.2% | 8.7% | -0.9 | 2.1% | i | -3.4% | 12.2% | 0.2%
COc1ccc(NC(=O)CN(C)C(=O)C(CCSC)NC(=O)c2ccccc2)cc1 (stereo not drawn) | 2.4% | -2.1% | -7.7% | -1.8 | -1.9% | i | -1.5% | 7.0% | 0.4%
COc1ccc(NC(=O)CN2C(=O)/C(=C3\SC(=S)N(CCC(=O)O)C3=O)c3ccccc32)cc1 | -4.0% | -0.7% | -7.2% | 0.1 | -15.6% | i | -1.2% | 7.0% | 0.3%
COc1ccccc1/C=C/c1nc(C#N)c(N2CCN(C)CC2)o1 | -13.0% | u | -8.0% | x | x | x | x | x | 4.8%
O=[N+]([O-])c1cc([N+](=O)[O-])c2c(=Nc3ccccc3)n(-c3ccccc3)n(O)c2c1 | u | -22.4% | -10.9% | -2.5 | 4.9% | i | 2.0% | 2.2% | 14.1µM*
COc1cccc(-c2nc(CS(=O)(=O)CC(=O)N3CCOCC3)c(C)o2)c1 | 5.6% | -1.1% | -19.3% | 0.0 | 11.6% | i | 0.3% | 5.6% | -0.6%
Cc1cc2c(=O)[nH]c(Cc3ccccc3)nc2s1 | -1.1% | 0.8% | -3.1% | -0.7 | -1.8% | i | u | -1.3% | 1.7%
COc1ccc(CCNc2ccc(C)cc2)cc1 | 0.6% | -3.7% | 14.3% | 1.6 | -2.2% | i | -3.3% | 10.6% | 0.3%
COc1ccc(CN2CN(C3CCCC3)CSC2=S)cc1 | -20.1% | -14.0% | -21.8% | -9.0 | -2.9% | i | 2.3% | 2.4% | u
COc1ccc(N2CCN(CC(=O)Nc3cc(C)cc(C)c3)CC2)cc1 | -28.8% | 7.0% | -8.8% | 1.7 | -12.8% | i | -0.7% | 9.5% | 0.2%
CCOc1ccc(/C(CCC(=O)O)=N/NC(=O)c2cccc(S(=O)(=O)Nc3ccccc3OC)c2)cc1 | -0.3% | -7.1% | 4.2% | -1.1 | -1.8% | i | 2.0% | 1.1% | 0.2%
CCOc1ccccc1NC(=O)Cn1nnc(C(=O)Nc2ccccc2Cl)c1N | -4.8% | -2.0% | -1.0% | -1.4 | -10.4% | i | 0.5% | -7.8% | 2.1%
Cc1ccc2c(c1C)NC(=O)CC(c1ccccc1O)=N2 | -4.9% | 13.2% | 0.6% | 1.0 | -1.4% | i | -12.4% | 15.4% | -0.4%
COc1ccc(-c2nnc(SCC(=O)c3cccs3)o2)c(OC)c1 | -18.4% | 6.4% | u | -1.1 | -8.5% | i | -20.5% | 9.3% | 5.5%
COC(=O)c1oc2ccc(Cl)cc2c1NC(C)=O | 35.7% | -1.2% | -15.9% | 1.9 | -23.3% | i | -1.1% | 2.9% | 0.0%
CCOc1cc(/C=N\NC(=O)Cn2nnc3ccccc32)ccc1O | -1.5% | 4.6% | 3.3% | -0.2 | -2.9% | i | -1.2% | 1.0% | -0.7%

Source: PubChem BioAssay
